Screening results (PubChem BioAssay)
p53ts 32C tox – cytotoxicity in p53ts cells at permissive temperature; H1299-p53A138V at 32C, ATP luminescence viability, 24 h; Potency, µM (series often up to 46.1 µM), for inactives: at the top dose activity change, negative = cytotoxicity, usual class: cytotoxic; 130,000 tested, 0.93% active; AID 924;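 note: 0% = DMSO and -100% = full killing by reference compound; nearly all actives have a fitted effect of over 55% in size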
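Cells: H1299 p53ts (A138V), 600/well, pre-incubated 16–30 h at 37C. Cpd up to 46 uM, 24 h, 32C. Readout: ATPlite luminescence, 20 min RT. Normalization: DMSO vs tamoxifen 100 uM. AC50 by Hill equation.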
p53ts 39C kill – cytotoxicity in p53ts cells at nonpermissive temperature; 130,000 tested, 1.5% active; Potency, µM (series often up to 46.1 µM), inactives show at the highest dose activity change, negative = cell killing, actives largely listed as cytotoxic; H1299-p53A138V viability at 39C, ATP luminescence, 24 h; note: nearly all actives have a fitted effect of over 55% in size
IkB sig inh – suppresses IkB signaling in ABC-DLBCL reporter cells; 110,000 tested, 0.04% active; Potency, µM (titrated, usually from 57.1 µM), without a hit: at the highest dose IkBa stabilization activation; ABC-DLBCL IkBa-CBG/CBR dual luciferase ratio, 4 h; response scale: scaled: untreated 0%, proteasome inhibitor 100%; active = well fitted curve in the direction sought with a large enough effect in the signal ratio, not every such curve was filed as active; inconclusive = small, poorly fitted or top-dose-only effect, or a change in a side signal; the % refers to the signal ratio;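 note: the direction sought is a rising ratio; 0% = basal untreated cells and 100% = reference inhibitor full response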
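Luminescence ratio of IκBα-fused green versus native red beetle luciferase in OCI-Ly3 cells, 4 h post-doxycycline with compound; red signal alone, scaled from basal (0%) to zero light (-100%), flagged nonspecific or cytotoxic effects.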
Imprint erasure – genomic imprint erasure induction. mouse ES Peg3-LacZ reporter, beta-gal luminescence, 40 h. Potency, µM (doses to about 60.7 µM), for inactives: top-dose activity change, positive = activation, hits mostly activators. 110,000 tested, 0.02% active. AID 1948;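 note: 0% = negative control wells on the plate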
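Gelatin-coated wells received 300 freshly trypsinized female ES cells with a Peg3LacZ-Neo reporter on the maternal allele, then incubated 40 hours at 37C. BetaGlo was added for 5 minutes at room temperature before a single luminescence read.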
Starred values were filed as active, the others as inactive; ? = inconclusive; . = no result given; [ ] = another dose, or the depositor's remark. Unless noted, calls come from the whole dose curve; as a rule, active = well fitted curve in the direction sought with a large enough effect; inconclusive = small, poorly fitted or top-dose-only effect, or another doubt; inactive = no such curve, though single readings can be large; an effect the other way counts as inactive or inconclusive. Unless noted, % is set by controls: 0 for no effect and ±100 for the full control effect; potency is the fitted concentration of half-maximal effect. Random draw from the library. About 1.7% of those tested had a hit in this group.

molecule	p53ts 32C tox	p53ts 39C kill	IkB sig inh	Imprint erasure
Cc1cccc(NC(=O)C2CCCN(S(=O)(=O)c3cccc4nonc34)C2)c1C (stereo not drawn)	-6%	-27%	-2.6%	8%[10.9 µM]
O=C(c1cccn2c(=O)c3cc(Br)ccc3nc12)N1CCN(c2ccccn2)CC1	3%	-1%	-2.6%	-4%
COC(=O)c1[nH]c2ccc(Br)cc2c1NC(=O)C(C)N1CCN(C2CCCCC2)CC1 (stereo not drawn)	-13%	?	?	-25%
CN1CCN(CCNC(=O)c2cnn(-c3cccc(Cl)c3)c2C2CCN(C(=O)OC(C)(C)C)CC2)CC1	6%	-4%	-2.4%	29%[10.9 µM]
CCOC(=O)CCN1C(=O)[C@H]2[C@H]3[C@H](O)[C@H](O)C/C(=N/OCc4ccccc4)[C@H]3CC[C@@H]2C1=O	-8%[9.22 µM]	5%[9.22 µM]	.	.
Cc1ccc(S(=O)(=O)C(CNC(=O)COc2ccc(Cl)cc2)c2ccco2)cc1 (stereo not drawn)	-1%	-18%	5.3%	-13%[10.9 µM]
COc1ccccc1-n1cnnc1SCC(=O)N1CCN(S(=O)(=O)c2ccccc2)CC1	3%	3%	?	-9%
O=S(=O)(NCc1ccc2c(c1)OCO2)c1ccc2c(c1)oc1ccccc12	7%	11%	2.9%	-18%
CCC1CCCCN1Cc1c(O)ccc2c(=O)c(Oc3ccccc3Cl)c(C(F)(F)F)oc12 (stereo not drawn)	-14%	?	6.0%	-9%[10.9 µM]
CCN(CC)C(=O)CSc1nnc([C@H](Cc2c[nH]c3ccccc23)NC(=O)OC(C)(C)C)o1	8%	-3%	0.8%	-11%
CCCN1C(=O)c2ccc(C(=O)NC3=NCCS3)cc2C1=O	-1%	6%	-8.1%	-15%
CC(=O)N1CCc2cc(Br)cc(S(=O)(=O)N3CCC(C(=O)Nc4cccc(C)c4C)CC3)c21	-5%	-19%	1.5%	-2%[10.9 µM]
CC(c1ccccc1)n1cc(C(=O)NCC2CCCO2)nn1 (stereo not drawn)	-1%	6%	-0.4%	-5%
COC(=O)c1ccc(NC(=O)C(=O)NCCc2csc(-c3ccc(F)cc3)n2)cc1	2%	-1%	-0.1%	17%[10.9 µM]
CCCCOc1ccccc1C1CC(=O)Nc2cc(OC)c(OC)cc21 (stereo not drawn)	12%	-11%	0.5%	-10%[10.9 µM]
COc1ccc(/C=C/c2nc(C#N)c(NCc3ccc(F)cc3)o2)cc1OC	-2%	-11%	0.4%	-8%[10.9 µM]
CC(=O)c1c(C)n(-c2cccc(Cl)c2)c2ccc(OC(=O)c3ccccc3)cc12	4%	10%	1.8%	15%[10.9 µM]
O=c1ccnc(SCc2ccccc2Cl)[nH]1	8%	11%	8.2%	-12%
Cc1ccc(C(=O)N2CCC(C)CC2)cc1C	5%	26%	.	.
O=C1CCCN1c1ccc(CNS(=O)(=O)c2ccc(F)cc2)cc1	-4%	28%	1.8%	-17%

Entries of single compounds, quoted from the list:
`COc1ccc(/C=C/c2nc(C#N)c(NCc3ccc(F)cc3)o2)cc1OC` is listed with p53ts 32C tox: -2%; p53ts 39C kill: -11%; IkB sig inh: 0.4%; Imprint erasure: -8%[10.9 µM]
`Cc1ccc(C(=O)N2CCC(C)CC2)cc1C` is listed with p53ts 32C tox: 5%; p53ts 39C kill: 26%; IkB sig inh: .; Imprint erasure: .
`O=C1CCCN1c1ccc(CNS(=O)(=O)c2ccc(F)cc2)cc1` is listed with p53ts 32C tox: -4%; p53ts 39C kill: 28%; IkB sig inh: 1.8%; Imprint erasure: -17%

The list continues:
molecule	p53ts 32C tox	p53ts 39C kill	IkB sig inh	Imprint erasure
COc1ccc(OC)c(S(=O)(=O)N2CCC(C(=O)NC(C)c3ccccc3)CC2)c1 (stereo not drawn)	8%	-6%	0.8%	-7%
O=S(=O)(Nc1nc2ccccc2[nH]1)c1ccc(Cl)cc1	-8%	-21%	3.3%	-22%
O=C1CC(c2ccccc2)Sc2ccccc2N1Cc1ccc(F)cc1 (stereo not drawn)	-3%	-21%	?	-6%[10.9 µM]
CCc1nnc(NC(=O)c2ccc(S(=O)(=O)N(CC(C)C)CC(C)C)cc2)o1	-3%	13µM*	1.8%	-21%
CN1C(=O)CC(N2CCN(C(=O)CN3CCCC3)CC2)C1=O (stereo not drawn)	2%	2%	0.9%	-7%
COc1ccc(-c2nc(CSCC(=O)NCc3ccco3)c(C)o2)cc1	-16%	-20%	0.4%	-25%
CCCOc1ccc(N2CC(C(=O)Nc3ccc4c(c3)OCO4)CC2=O)cc1 (stereo not drawn)	3%	-4%	-1.5%	-7%
Cc1nc(P(=O)(c2ccccc2)c2ccccc2)c(N2CCOCC2)o1	16%	8%	0.3%	-9%
CCOCCCNC(=O)C(c1ccc(OC)cc1)N(Cc1ccc2c(c1)OCO2)C(=O)c1ccccc1O (stereo not drawn)	4%	-15%	-2.0%	-8%[10.9 µM]
Cc1cc(C)cc(NS(=O)(=O)c2ccc3c(c2)OCC(C(=O)N2CCCC2)O3)c1 (stereo not drawn)	-5%	1%	-1.1%	-10%[10.9 µM]
Cc1ccc(-c2nc3ncccn3c2Nc2ccc3c(c2)OCCO3)cc1	-2%	-1%	?	16%[10.9 µM]
Cc1ccc(NCc2cc3cc4c(cc3n(CC(=O)Nc3ccc(F)cc3F)c2=O)OCCO4)cc1	3%	?	1.5%	13%[10.9 µM]
O=C(COc1ncnc2ccccc12)NCCC1=CCCCC1	4%	3%	0.5%	-10%
COc1ccc(C2=NO[C@@H]3C(=O)N(c4ccc5c(c4)OCCO5)C(=O)[C@H]23)cc1OC	-3%	6%	2.4%	-1%
Cc1nn2c(-c3ccccc3)cc(-c3ccccc3)nc2c1-c1ccc(Cl)cc1	-8%	12%	-1.8%	-10%[10.9 µM]
CCN(CC)c1ccc(NC(=O)c2cc3ccccc3o2)c(C)c1	2%	10%	0.9%	-10%
Cc1ccc(CN2CCCn3nc(C(=O)NCCc4cccc(C)c4)cc3C2=O)cc1	4%	-2%	?	4%[10.9 µM]
COc1ccc(Cn2cc(C(=O)c3ccc(OC)cc3)c(=O)c3cc4c(cc32)OCCO4)cc1	1%	-22%	-1.0%	-5%[10.9 µM]
CCc1nc(NCCc2ccccn2)c2nnn(Cc3ccccc3F)c2n1	17%	5%	1.4%	-17%
O=c1oc2c3c(ccc2c2ccccc12)OCN(Cc1ccc(Cl)cc1)C3	5%	1%	-0.7%	23%[10.9 µM]

Exported with values under each structure: 2 of the compounds above
Screens in order – p53ts 32C tox, p53ts 39C kill, IkB sig inh, Imprint erasure
- Cc1ccc(CN2CCCn3nc(C(=O)NCCc4cccc(C)c4)cc3C2=O)cc1
→ 4%, -2%, ?, 4%[10.9 µM]
- COc1ccc(Cn2cc(C(=O)c3ccc(OC)cc3)c(=O)c3cc4c(cc32)OCCO4)cc1
→ 1%, -22%, -1.0%, -5%[10.9 µM]

Remaining list, next part.
SMILES,p53ts 32C tox,p53ts 39C kill,IkB sig inh,Imprint erasure
CCOC(=O)c1c(NC(=O)c2cccs2)sc(C)c1CC,5%,-3%,0.1%,-21%
CCCCOc1ccccc1NC(=O)CC1Sc2ccccc2NC1=O (stereo not drawn),?,27%,9.0%,15%[10.9 µM]
CCc1ccc(-n2nc(C)c3c(C)cc(=O)n(CC(=O)Nc4ccc(F)cc4C)c32)cc1,-2%,-9%,-2.8%,-10%[10.9 µM]
Cc1cc(C)c(Nc2nc3ccccc3n3c(C)nnc23)c(C)c1,-6%,-2%,2.1%,-7%[10.9 µM]
CCN1CCN(C(=O)C2CCN(S(=O)(=O)c3cccc4cccnc34)CC2)CC1,-3%,0%,-1.0%,2%
Cc1ccc(C(=O)CSc2nnc(COc3cc(C)cc(C)c3)o2)cc1,-17%,-19%,6.8%,.
CCOc1ccc(NC(=O)Cn2cnc3c(oc4ccccc43)c2=O)cc1,-1%,-6%,?,-19%[10.9 µM]
COc1ccc(-n2c(=O)[nH]c3cc(C(=O)NCCc4ccc(Cl)cc4)ccc3c2=O)cc1OC,0%,12%,?,-11%[10.9 µM]
Cc1ccc(S(=O)(=O)N(CC(=O)Nc2ccc(F)cc2F)Cc2ccc(F)cc2)cc1,-4%,14%,-3.2%,-14%[10.9 µM]
COc1cc(NC(=O)c2cc(-c3cccs3)on2)cc(OC)c1OC,-7%,?,?,-20%
Cc1ccc(C2C3=C(CCCC3=O)OC3=C2C(=O)CCC3)cc1,10%,-9%,.,.
c1ccc(-c2ccc(CN3C[C@@H]4C(c5ccccc5)C5(c6ccccc6)CC4(C5)[C@H]3c3ccccc3)cc2)cc1 (stereo partly drawn),-1%,-19%,.,-5%
COc1cccc(Nc2nc(C)cc(C)c2C#N)c1,0%,-3%,.,.
COc1ccc(S(=O)(=O)N(Cc2cc3ccc(OC)cc3[nH]c2=O)CC2COCCO2)cc1 (stereo not drawn),-5%,-16%,-2.2%,-4%
CCc1ccc(NC(=O)c2ccc(F)c(S(=O)(=O)NCc3ccc(Cl)c(Cl)c3)c2)cc1,-2%,?,-1.2%,-20%[10.9 µM]
CCc1ccccc1NC(=O)Cn1c(=O)n(CC2CCC(C(=O)NCCc3ccccc3)CC2)c(=O)c2ccccc21 (stereo not drawn),-3%,-7%,-1.0%,-9%[10.9 µM]
Cc1nn2c(=O)cc(CSc3nc4ccccc4[nH]3)nc2s1,-4%,1%,-1.6%,-12%
O=C(O)CC(c1ccc(Cl)cc1)N1C(=O)CCC1=O (stereo not drawn),29%,13%,-1.6%,3%
COc1ccc(C2=NO[C@@H]3C(=O)N(c4ccc(C)cc4C)C(=O)[C@H]23)cc1OC,0%,6%,0.0%,-2%
CCOC(=O)c1ccc(NC(=O)C2CCCN(S(=O)(=O)c3cnc[nH]3)C2)cc1 (stereo not drawn),2%,-20%,-2.3%,0%
CCN1CCN(CCCNC(=O)c2cc3c(=O)n(C)c4ccccc4c3s2)CC1,-4%,?,1.2%,-4%[10.9 µM]
COc1cccc(-c2nc(NCc3cnc(C)cn3)c3ccccc3n2)c1,-1%,-4%,-1.7%[11.4 µM],-15%
Nc1nnc(SCCN2C(=O)c3ccccc3S2(=O)=O)s1,-6%,12%,-1.0%,-19%
CN(C)/C=N/c1ncnc2c1cnn2-c1ccc(C(F)(F)F)cn1,-15%,5%,-2.6%,-7%
COc1ccccc1N1CCN(C(=O)c2cc3c(=O)n(C)c4ccccc4c3n2C)CC1,4%,10%,-1.1%,-7%
CC(C)(C)NC(=O)Nc1ccc2nccnc2c1,?,?,-2.1%,-34%[inhibitor]
Cn1c(=O)c2sccc2n2c(CCC(=O)N3CCN(c4ccccc4)CC3)nnc12,6%,11%,2.5%,-9%[10.9 µM]
COc1cc(OC)c(OC)cc1CNc1cc(C)ccc1OC,-2%,9%,?,-13%
O=C(CSc1nnc(-c2cccs2)o1)c1cccs1,-6%,-10%,20%,-31%[inhibitor]
CCc1ccc(-n2nc(CO)c(C(=O)NCc3cccs3)n2)cc1,-6%,-24%,-1.8%,-15%[10.9 µM]
CCc1cccc(NC(=O)CN2CCCN(Cc3cccc(C)c3)S2(=O)=O)c1,-2%,-15%,?,-5%[10.9 µM]
COc1ccc(CCNC(=O)c2cc3c(=O)n4ccccc4nc3n2C)cc1,-9%,-19%,?,-13%[10.9 µM]
Cc1cccc(N2CCN(C(=O)Cn3sc4nc(C)cc(C)c4c3=O)CC2C)c1 (stereo not drawn),-17%,0%,?,-80%[inhibitor]
Cc1occc1C(=O)NC(C)C1CCCO1 (stereo not drawn),-1%,10%,1.0%,-4%
CN(C)S(=O)(=O)NC(c1ccccc1)c1ccccc1,8%,9%,0.0%,3%

Taken from above:
Cc1cccc(NC(=O)C2CCCN(S(=O)(=O)c3cccc4nonc34)C2)c1C (stereo not drawn) – Imprint erasure: 8%[10.9 µM]
O=S(=O)(Nc1nc2ccccc2[nH]1)c1ccc(Cl)cc1 – p53ts 32C tox: -8%
Cc1ccc(-c2nc3ncccn3c2Nc2ccc3c(c2)OCCO3)cc1 – p53ts 32C tox: -2%
